Source: PubChem
POLB inh = blocks human DNA polymerase beta activity | P06746 | Pol beta primer extension/strand displacement, fluorescence kinetic | Potency, µM (highest dose often 114 µM), without a hit: at the top dose activity change, negative = inhibition, hits mostly inhibitors | 340,000 compounds, 1.3% hits | AID 485314; further: potency means the concentration at half of the fitted maximal effect; on the % scale 0 is the no-effect control and ±100 the full control effect
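Reaction started by 50 nM substrate onto compound-treated Pol beta (10 nM, 15 min preincubation, room temperature); plates read at 0 min and 10 min. Normalized concentration-effect data fitted by four-parameter Hill equation.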
RXFP1 antag = blocks the human relaxin receptor RXFP1; HEK293-RXFP1, relaxin-stimulated cAMP HTRF, 30 min; active compounds read low; activity change, negative = inhibition, % at 57.5 µM; 350,000 compounds, 0.59% hits; AID 1259400;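 active means activity change of -60% or lower, but not beyond a set lower limit; inconclusive means change between -60% and -40%, or beyond the set limit; inactive means change above -40%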; further: on the % scale 0 is the no-effect control and ±100 the full control effect
Anesthetic bind = binds horse apoferritin like a general anesthetic; P02791; apoferritin/1-aminoanthracene competitive binding, fluorescence; Potency, µM (top dose mostly 77.5 µM), for inactives: at the top dose activity change, negative = displacement, hits mostly inhibitors; 350,000 compounds, 0.074% hits; further: potency means the concentration at half of the fitted maximal effect; on the % scale 0 is the no-effect control and ±100 the full control effect; nearly all actives have a fitted effect of over 20% in size
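Horse-spleen apoferritin (10 uM) was mixed with 50% saturated 1-aminoanthracene in PBS, exposed to compounds for 10 min at room temperature, and read for fluorescence (ex 380 nm, em 535 nm). Competitive displacement was fitted with a four-parameter Hill equation.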
BLM inh = Bloom syndrome helicase (human) inhibition; 350,000 compounds, 0.2% hits; recombinant BLM DNA unwinding, fluorescence dequenching; Potency, µM (titrated, usually from 56.1 µM), for inactives: top-dose activity change, negative = inhibition, most hits filed as inhibitors; AID 2528;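 further: potency means the concentration at half of the fitted maximal effect; plate controls were vehicle for no effect and no enzyme for full effect; nearly all actives have a fitted effect of over 35% in size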
POLH inh = inhibitors of human DNA polymerase eta; Q9Y253; recombinant Pol eta, fluorescent DNA replication assay; Potency, µM (top dose mostly 114 µM), inactives show top-dose activity change, negative = inhibition, hits mostly inhibitors; 390,000 compounds, 1.2% hits; AID 588591; further: potency means the concentration at half of the fitted maximal effect; on the % scale 0 is the no-effect control and ±100 the full control effect
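Fluorescent replication assay: 50 nM final substrate added after a 15 min room-temperature compound preincubation with 10 nM enzyme. Signal taken at 0 min and again at 10 min.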
Pol kappa inh = blocks human DNA polymerase kappa activity. 400,000 compounds, 0.53% hits. Potency, µM (top dose mostly 107 µM), for inactives: at the top dose activity, negative = inhibition, actives largely listed as inhibitors. purified Pol kappa, fluorescent DNA synthesis assay, 10 min. Q9UBT6; further: potency means the concentration at half of the fitted maximal effect; on the % scale 0 is the no-effect control and ±100 the full control effect
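Inhibition of 10 nM Pol kappa is measured by a fluorescent read-out at 0 and 10 min following addition of 50 nM substrate (final), with a 15-min room-temperature compound preincubation.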
Tb PGK inh = inhibitors of T. brucei phosphoglycerate kinase | P07378 | 380,000 compounds, 0.043% hits | PGK/GAPDH coupled, Kinase-Glo luminescence, 60 min | AID 602233 | Potency, µM (top dose mostly 57.5 µM), for inactives: at the highest dose activity change, negative = inhibition, hits mostly inhibitors; further: potency means the concentration at half of the fitted maximal effect; on the % scale 0 is the no-effect control and ±100 the full control effect; nearly all actives have a fitted effect of over 60% in size
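Luminescent ATP detection (Kinase-Glo Plus) follows a 60-minute room-temperature incubation, with wells lacking PGK as controls. Buffer: 100 mM TEA (pH 7.6), 5 mM MgCl2, 0.01% Tween-20. Coupling enzyme GAPDH (100 nM final) supplies unstable 1,3-BPG in-well.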
Pol iota inh = inhibitors of human DNA polymerase iota | Q9UNA4 | Pol iota fluorescent replication assay, 10 min | Potency, µM (highest dose often 115 µM), inactives show at the highest dose activity, negative = inhibition, actives largely listed as inhibitors | 390,000 compounds, 1% hits; further: potency means the concentration at half of the fitted maximal effect
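Pol iota at 10 nM preincubated 15 min with compounds at room temperature; reaction started with fluorescent substrate, 50 nM final. Fluorescence read kinetically at 0 and 10 min; buffer-only wells as negative control.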
APE1 inh = blocks human APE1 abasic DNA cleavage. P27695. recombinant APE1, TAMRA/BHQ-2 abasic DNA cleavage fluorescence. 350,000 compounds, 0.35% hits. Potency, µM (titrated, usually from 65.8 µM), inactives show at the top dose activity change, negative = inhibition, hits mostly inhibitors;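 further: potency means the concentration at half of the fitted maximal effect; plate controls were vehicle for no effect and reference inhibitor for full effect; nearly all actives have a fitted effect of over 55% in size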
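APE1 at 0.75 nM final was preincubated with compound 15 min at room temperature, then 50 nM double-stranded THF abasic-site substrate (5'-TAMRA/3'-BHQ-2) was added. Fluorescence (ex 525/em 598 nm) was read kinetically; third-minus-first read gave activity.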
* hit, by the source's call; i = inactive; ? = inconclusive; / = not tested or not shown; [ ] = remark or other dose. Unless noted, the call rests on the fitted dose curve; in most records, active means well fitted curve in the direction sought with a large enough effect; inconclusive means small, poorly fitted or top-dose-only effect, or another doubt; inactive means no such curve, though single readings can be large; an effect the other way counts as inactive or inconclusive.

Sequence of screens – POLB inh	RXFP1 antag	Anesthetic bind	BLM inh	POLH inh	Pol kappa inh	Tb PGK inh	Pol iota inh	APE1 inh
1. CSc1ccc(/C=C(/NC(=O)c2ccco2)C(=O)NCc2ccco2)cc1
  51%	-1	-2%	2%	-11%	-14%	9%	19%	-3%
2. COc1ccc(Cl)cc1NS(=O)(=O)c1ccc2c(c1)NC(=O)CC(=O)N2
  -4%	0	0%	-1%	-18%	-14%	i	10%	/
3. CC(=O)c1cc(-c2ccccc2)n(CC(=O)NCCc2ccc(C)cc2)c1C
  -16%	-16	-2%	-1%	-7%	-14%[60.1 µM]	8%	3%	/
4. COc1ccc(Cl)cc1NC(=S)N(CCN1CCOCC1)C1CCN(C(C)=O)CC1
  4%	4	-8%	-3%	-19%	0%	-17%	49%[activator]	-2%
5. COc1ccc(NC(=O)CSc2ncn(-c3ccccc3)n2)cc1Cl
  -4%	-10	-11%	-1%	-14%	-3%	-5%	-4%	-2%
6. CNC(=O)c1csc(-c2cccs2)n1
  -4%	-5	-5%	-1%	-7%	-7%	-7%	137%[activator]	-1%
7. Cc1cc(NC(=O)CSc2nnc(C3CC3)n2Cc2ccccc2)no1
  16%	-5	-11%	-3%	-10%	7%	0%	-5%	1%
8. CNC(=S)NNC(=O)c1sc2cc(C(F)(F)F)cnc2c1-c1ccccn1
  1%	-7	-11%	-7%	-3%	-3%	-4%	22%	10%
9. O=c1ccc(/C=C/c2ccccc2)nn1Cc1ccc(F)cc1
  3%	?	?	-8%	-25%	-4%	3%	45%[activator]	-4%
10. O=c1[nH]c(C2CCCN(S(=O)(=O)Cc3ccccc3)C2)nc2c1nnn2Cc1cccc(Cl)c1 (stereo not drawn)
  3%	-11	3%	-4%	-7%	-8%	-2%	61%[activator]	9%
11. CC1CCCC(NC(=O)CN(C)CC(=O)Nc2cccc(F)c2)C1C (stereo not drawn)
  /	5	/	/	-7%	8%	-2%	23%	-8%
12. CC(C)COc1ccc(CNC(=S)N/N=C/c2ccc([N+](=O)[O-])cc2)cc1
  21%	-12	?	-8%	-7%	9%	i	-11%	9%
13. CCOc1ccc(-c2nc(CSc3nnc(N)s3)cs2)cc1OC
  19%	-3	-19%	-1%	-10%	-19%	1%	-1%	-5%
14. Clc1ccc(N=NN2CCOCC2)cc1
  -23%	-2	-7%	-2%	?	1%	-1%	54%[activator]	-3%
15. COC(=O)Nc1c(-c2ccccc2)nc2ccccn12
  -1%	0	5%	0%	-10%	-14%	-3%	58%[activator]	0%
16. COc1cccc(C2C=C(c3ccccc3)Nc3c(C(=O)Nc4ccccc4)cnn32)c1OC (stereo not drawn)
  1%	-21	-15%	-9%	-14%	-1%	i	40%[activator]	/
17. COc1ccccc1N(CC(=O)N/N=C(\C)c1ccc(F)cc1)S(=O)(=O)c1ccccc1
  /	11	/	/	0%	-6%	-2%	2%	7%
18. O=C(O)CCC(=O)Nc1cccc(C(=O)c2ccccc2)c1
  0%	4	-9%	-1%	-15%	-7%	0%	21%	-3%
19. CCOC(=O)CNC(=O)N1CCCC(CNS(=O)(=O)Cc2ccccc2)C1 (stereo not drawn)
  8%	-2	-2%	0%	-2%	-13%	9%	-6%	1%
20. CCOC(=O)c1c(NC(=O)COC)sc2c1CCCC2
  -20%	-13	-10%	-2%	-5%	-12%	-6%	15%	-3%
21. CN(C(=O)c1cccc(NC(=O)Cc2cccc(NC(=O)C3CCCN(C(=O)C4CCC4)C3)c2)c1)C1CCC1 (stereo not drawn)
  /	/	/	/	-7%	15%	-2%	18%	/
22. COCCn1c(SCC(=O)Nc2ccccc2OC)nnc1-c1ccco1
  22%	12	4%	-3%	-25%	-1%	i	30%	40%
23. CCOc1ccc(C(=O)NC2CCN(CC(=O)NCc3cccs3)CC2)cc1
  3%	-28	-5%	-4%	-12%	5%	-2%	36%[activator]	0%
24. COc1ccc(-c2nc(NC(C)=O)sc2-c2ccc(OC)cc2)cc1
  -22%	-37	-10%	-2%	-7%	-3%	13%	56%[activator]	-3%
25. O=C(OCCN1CCCCC1)c1ccc(Cl)cc1
  15%	-16	-14%	2%	-15%	0%	i	1%	0%
26. CC(C)CN(CCCNC(=O)c1cc(=O)[nH]c2ccc(S(=O)(=O)N3CCCC3)cc12)CC(C)C
  4%	0	2%	2%	-8%	-12%[60.1 µM]	3%	-5%	/

14 entries from above, with bars between the fields.
entry | smiles | POLB inh | RXFP1 antag | Anesthetic bind | BLM inh | POLH inh | Pol kappa inh | Tb PGK inh | Pol iota inh | APE1 inh
3 | CC(=O)c1cc(-c2ccccc2)n(CC(=O)NCCc2ccc(C)cc2)c1C | -16% | -16 | -2% | -1% | -7% | -14%[60.1 µM] | 8% | 3% | /
4 | COc1ccc(Cl)cc1NC(=S)N(CCN1CCOCC1)C1CCN(C(C)=O)CC1 | 4% | 4 | -8% | -3% | -19% | 0% | -17% | 49%[activator] | -2%
5 | COc1ccc(NC(=O)CSc2ncn(-c3ccccc3)n2)cc1Cl | -4% | -10 | -11% | -1% | -14% | -3% | -5% | -4% | -2%
6 | CNC(=O)c1csc(-c2cccs2)n1 | -4% | -5 | -5% | -1% | -7% | -7% | -7% | 137%[activator] | -1%
7 | Cc1cc(NC(=O)CSc2nnc(C3CC3)n2Cc2ccccc2)no1 | 16% | -5 | -11% | -3% | -10% | 7% | 0% | -5% | 1%
8 | CNC(=S)NNC(=O)c1sc2cc(C(F)(F)F)cnc2c1-c1ccccn1 | 1% | -7 | -11% | -7% | -3% | -3% | -4% | 22% | 10%
9 | O=c1ccc(/C=C/c2ccccc2)nn1Cc1ccc(F)cc1 | 3% | ? | ? | -8% | -25% | -4% | 3% | 45%[activator] | -4%
10 | O=c1[nH]c(C2CCCN(S(=O)(=O)Cc3ccccc3)C2)nc2c1nnn2Cc1cccc(Cl)c1 (stereo not drawn) | 3% | -11 | 3% | -4% | -7% | -8% | -2% | 61%[activator] | 9%
11 | CC1CCCC(NC(=O)CN(C)CC(=O)Nc2cccc(F)c2)C1C (stereo not drawn) | / | 5 | / | / | -7% | 8% | -2% | 23% | -8%
12 | CC(C)COc1ccc(CNC(=S)N/N=C/c2ccc([N+](=O)[O-])cc2)cc1 | 21% | -12 | ? | -8% | -7% | 9% | i | -11% | 9%
13 | CCOc1ccc(-c2nc(CSc3nnc(N)s3)cs2)cc1OC | 19% | -3 | -19% | -1% | -10% | -19% | 1% | -1% | -5%
14 | Clc1ccc(N=NN2CCOCC2)cc1 | -23% | -2 | -7% | -2% | ? | 1% | -1% | 54%[activator] | -3%
15 | COC(=O)Nc1c(-c2ccccc2)nc2ccccn12 | -1% | 0 | 5% | 0% | -10% | -14% | -3% | 58%[activator] | 0%
16 | COc1cccc(C2C=C(c3ccccc3)Nc3c(C(=O)Nc4ccccc4)cnn32)c1OC (stereo not drawn) | 1% | -21 | -15% | -9% | -14% | -1% | i | 40%[activator] | /

Arranged by molar mass (low to high): part of the list above
Sequence of screens – POLB inh	RXFP1 antag	Anesthetic bind	BLM inh	POLH inh	Pol kappa inh	Tb PGK inh	Pol iota inh	APE1 inh
7. Cc1cc(NC(=O)CSc2nnc(C3CC3)n2Cc2ccccc2)no1
  16%	-5	-11%	-3%	-10%	7%	0%	-5%	1%
8. CNC(=S)NNC(=O)c1sc2cc(C(F)(F)F)cnc2c1-c1ccccn1
  1%	-7	-11%	-7%	-3%	-3%	-4%	22%	10%
17. COc1ccccc1N(CC(=O)N/N=C(\C)c1ccc(F)cc1)S(=O)(=O)c1ccccc1
  /	11	/	/	0%	-6%	-2%	2%	7%

Not all compounds are listed. The share of hits here may be higher or lower than overall.
